Bioassay records from PubChem.
Mdm2 ligase inh: Mdm2 E3 ligase (human) inhibition; Q00987; cell-based MDM2 ubiquitination luciferase reporter, 2 h; 0 = plate control, 100 = twice control, blank-subtracted; signal enhancement, % at 5 µM; 210,000 compounds, 0.11% hits;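 active means signal enhancement of 30% or more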;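 further: luminescence tracks abundance of the self-degrading MDM2-luciferase fusion protein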
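test system = mammalian cells stably expressing self-ubiquitinating, self-degrading MDM2 E3–luciferase fusion | quantity = 2000 cells/well | incubation = cell settling 4 h, compound treatment 2 h, both 37 °C | signal = luminescence with SteadyLite reagent, 15 min at room temperature | evaluation = % enhancement relative to plate controls after blank subtraction | benchmarks = plate controls and plate blanks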
PPC-1+TRAIL kill: PPC-1 cancer cell killing with TRAIL present; PPC-1 cells + TRAIL, ATPLite viability luminescence; cell killing (% activity), % at 4 µM; 220,000 compounds, 0.41% hits; AID 1443;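 active means cell killing above 50% in the first pass at 4 µM, then a duplicate retest at 5 µM averaging 50% or more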;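 further: plate controls were cells with TRAIL plus DMSO for no effect and medium-only wells lacking cells for full effect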
p47phox inh: p47phox (human) inhibition. p47phox/p22phox peptide binding, fluorescence polarization, 2 h. P14598. 220,000 compounds, 0.53% hits. inhibition, % at 24.7 µM;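 active means inhibition above about 30%, limit read from the data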;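 further: 0% = p47phox with labelled peptide and 100% = labelled peptide alone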
EBV gp42 inh: inhibitors of Epstein-Barr virus glycoprotein 42; inhibition, % (tested at 21.74 µM); Fluorescence polarization binding assay, mP read-out; 220,000 compounds, 0.42% hits; Q1HVG2; AID 1085; in the data active means inhibition above about 50%
Target sequence (Q1HVG2 whole entry, looked up): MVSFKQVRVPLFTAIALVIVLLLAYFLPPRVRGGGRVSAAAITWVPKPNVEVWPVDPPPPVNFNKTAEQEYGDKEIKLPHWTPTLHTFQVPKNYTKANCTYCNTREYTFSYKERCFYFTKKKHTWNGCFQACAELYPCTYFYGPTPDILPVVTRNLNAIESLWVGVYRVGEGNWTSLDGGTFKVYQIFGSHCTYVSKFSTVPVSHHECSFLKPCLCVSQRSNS
TNF death inh: TNF-alpha cell death inhibition in Jurkat FADD-/- cells. Jurkat FADD-/- TNF necroptosis rescue, ATP luminescence, 24 h; 0 = TNF only, 100 = no-TNF cells. activation (protection from cell death), % at 10 µM. 220,000 compounds, 0.068% hits;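 active means activation, meaning protection from cell death, of at least 50% relative to plate controls; inactive means activation below 50%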;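 further: necroptosis triggered by 40 ng/mL TNF-alpha added together with compound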
TRPML3 agonist: activates the human TRPML3 channel. HEK293 TRPML3-YFP, Fluo-8 calcium fluorescence; 100% = the carbachol control signal. activation, % at 3 µM. Q8TDD5. 220,000 compounds, 0.29% hits;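 active means activation above its plate's cutoff, the mean activation of the plate's test wells plus 3 SD, cut at about 12% in these data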;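 further: 0% = DMSO only wells and 100% = carbachol wells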
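Material: HEK293 cells stably carrying human TRPML3-YFP; compound dosing: single dose, 3 µM final nominal compound, 0.3% DMSO final; incubation: 1-h 37 °C dye load, 5-s basal, 120-s post-compound reads; technique: Fluo-8 intracellular calcium fluorescence, excitation 470-495 nm, emission 515-575 nm; read-out basis: percent activation from peak-to-basal fluorescence ratio, scaled between DMSO and carbachol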
Runt-SMMHC FRET: Runt domain-CBFb-SMMHC interaction inhibition; 220,000 compounds, 0.74% hits; Cerulean-Runt/Venus-CBFb-SMMHC FRET ratio 530/480, 1 h; Q01196+Q13951; inhibition, % at 20 µM;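 active means mean inhibition across duplicate retests at 20 µM reaching about 50%, limit read from the data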;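 further: 0% = DMSO wells and 100% = wells with excess untagged CBFb-SMMHC; inhibitors lower the FRET ratio by blocking Runt binding to CBFb-SMMHC; some results filed as inactive read as strong as hits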
Target sequence (Q01196 whole entry, looked up, the tested form may be a part): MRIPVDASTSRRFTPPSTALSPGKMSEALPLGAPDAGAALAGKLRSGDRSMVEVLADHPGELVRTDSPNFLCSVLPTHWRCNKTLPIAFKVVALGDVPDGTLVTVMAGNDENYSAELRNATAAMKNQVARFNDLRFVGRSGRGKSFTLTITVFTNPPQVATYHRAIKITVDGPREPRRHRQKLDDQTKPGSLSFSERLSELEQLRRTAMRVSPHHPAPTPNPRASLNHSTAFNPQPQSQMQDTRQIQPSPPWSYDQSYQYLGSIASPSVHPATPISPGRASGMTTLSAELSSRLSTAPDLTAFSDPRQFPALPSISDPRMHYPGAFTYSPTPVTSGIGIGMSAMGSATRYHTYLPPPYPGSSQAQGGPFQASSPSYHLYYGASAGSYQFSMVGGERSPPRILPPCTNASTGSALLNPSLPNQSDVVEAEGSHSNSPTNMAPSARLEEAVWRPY
Target sequence (Q13951 whole entry, looked up, the tested form may be a part): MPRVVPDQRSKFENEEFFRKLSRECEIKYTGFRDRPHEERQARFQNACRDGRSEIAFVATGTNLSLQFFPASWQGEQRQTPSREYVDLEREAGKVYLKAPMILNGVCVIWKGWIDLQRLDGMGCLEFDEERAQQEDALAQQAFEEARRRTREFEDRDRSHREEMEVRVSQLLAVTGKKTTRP
TRPN1 ag: zebrafish TRPN1 (NompC) channel agonism; HEK293 zebrafish TRPN1-YFP, Fluo-8 calcium fluorescence; 100% = response to 87 µM carbachol; activation, % at 3 µM; 220,000 compounds, 0.18% hits;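 active means activation above its plate's cutoff, the mean activation of test wells on that plate plus 3 SD, cut at about 19% in these data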;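 further: 0% = DMSO alone and 100% = 87 µM carbachol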
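System: zebrafish TRPN1-YFP in HEK293 cells / Dosing: 3 µM single point / Timing: dye loading 1 h at 37 °C, then 30 min room temperature / Signal: Fluo-8 calcium fluorescence, excitation 470-495 nm, emission 515-575 nm / Read-out basis: percent activation from peak over basal fluorescence ratio, control-normalized / Control set: high carbachol 87 µM, low DMSO alone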
CHOP inh: inhibitors of CHOP induction in ER stress response | AID 2732 | CHO-K1 CHOP-promoter luciferase, tunicamycin-induced, 15-18 h | 220,000 compounds, 3.8% hits | inhibition, % at 10 µM;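 active means compounds that reduced the stress-induced luciferase reporter signal by more than about 70% of percent inhibition, limit read from the data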;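 further: 0% = tunicamycin plus vehicle and 100% = wells without tunicamycin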
An asterisk follows results filed as active.

`Cc1ccc(S(=O)(=O)NCCC(=O)N2CCN(Cc3ccccc3)CC2)cc1` gave Mdm2 ligase inh 8, PPC-1+TRAIL kill 14, p47phox inh -3, EBV gp42 inh -6, TNF death inh 1.9, TRPML3 agonist 1.0, Runt-SMMHC FRET -2, TRPN1 ag -1.1 and CHOP inh 82*.
COc1cccc(-c2nnc(NC(=O)c3ccc4ncsc4c3)o2)c1 was read as Mdm2 ligase inh -6, PPC-1+TRAIL kill 16, p47phox inh -20, EBV gp42 inh 8, TNF death inh 1.3, TRPML3 agonist -0.1, Runt-SMMHC FRET -1, TRPN1 ag 0.5 and CHOP inh -46.
Screening CCOC(=O)c1c(NC(=O)CSc2nnc(-c3ccccc3)n2CC)sc(C(C)=O)c1C returned Mdm2 ligase inh 3, PPC-1+TRAIL kill 5, p47phox inh -24, EBV gp42 inh -17, TNF death inh -6.8, TRPML3 agonist -0.3, Runt-SMMHC FRET -2, TRPN1 ag -0.3 and CHOP inh 17.
COc1nc(Nc2cccc([N+](=O)[O-])c2)nc(OC)n1 was read as Mdm2 ligase inh -4, PPC-1+TRAIL kill 6, p47phox inh -8, EBV gp42 inh -5, TNF death inh 1.7, TRPML3 agonist 0.4, Runt-SMMHC FRET 4, TRPN1 ag 1.6 and CHOP inh 6.
`Cc1ccccc1NC(=O)CSCCO` gave Mdm2 ligase inh -5, PPC-1+TRAIL kill -5, p47phox inh -6, EBV gp42 inh -26, TNF death inh 1.2, TRPML3 agonist 0.8, Runt-SMMHC FRET 0, TRPN1 ag 0.4 and CHOP inh 1.
Screening CCN(C(=O)Cc1ccccc1OC)c1nnc(-c2ccncc2)s1 returned Mdm2 ligase inh -5, PPC-1+TRAIL kill 27, p47phox inh 0, EBV gp42 inh 0, TNF death inh 41, TRPML3 agonist 0.4, Runt-SMMHC FRET 3, TRPN1 ag -0.3 and CHOP inh -1.
Screening O=C(O)CCC(=O)Nc1ccccc1C(=O)Nc1ccccc1 returned Mdm2 ligase inh -9, PPC-1+TRAIL kill 44, p47phox inh 0, EBV gp42 inh -5, TNF death inh 0.7, TRPML3 agonist 0.7, Runt-SMMHC FRET 0, TRPN1 ag -0.5 and CHOP inh 4.
Screening COc1cccc(N2CCN(C(c3ccccn3)c3nnnn3C(C)(C)C)CC2)c1 (configuration not stated) returned PPC-1+TRAIL kill 13, p47phox inh -1, EBV gp42 inh 4, TNF death inh 1.7, TRPML3 agonist -0.3, Runt-SMMHC FRET 1, TRPN1 ag -2.2 and CHOP inh -9.
For CCCCN(CC)C(=S)Nc1ccc2nc3n(c(=O)c2c1)CCCCC3 the results were Mdm2 ligase inh 8, PPC-1+TRAIL kill 1, p47phox inh -4, EBV gp42 inh -9, TNF death inh 1.4, TRPML3 agonist 0.5, Runt-SMMHC FRET 5, TRPN1 ag -1.1 and CHOP inh 18.
Screening CCOC(=O)c1ccccc1NC(=O)CSc1nncn1C returned Mdm2 ligase inh -3, PPC-1+TRAIL kill 16, p47phox inh -1, EBV gp42 inh 8, TNF death inh -0.9, TRPML3 agonist 0.2, Runt-SMMHC FRET -4, TRPN1 ag 1.0 and CHOP inh -3.

The final two entries of the part before come first, to join the parts:
For CCCCN(CC)C(=S)Nc1ccc2nc3n(c(=O)c2c1)CCCCC3 the results were Mdm2 ligase inh 8, PPC-1+TRAIL kill 1, p47phox inh -4, EBV gp42 inh -9, TNF death inh 1.4, TRPML3 agonist 0.5, Runt-SMMHC FRET 5, TRPN1 ag -1.1 and CHOP inh 18.
Screening CCOC(=O)c1ccccc1NC(=O)CSc1nncn1C returned Mdm2 ligase inh -3, PPC-1+TRAIL kill 16, p47phox inh -1, EBV gp42 inh 8, TNF death inh -0.9, TRPML3 agonist 0.2, Runt-SMMHC FRET -4, TRPN1 ag 1.0 and CHOP inh -3.
Screening CCn1c(SCC(=O)OC)nnc1-c1ccncc1 returned Mdm2 ligase inh -6, PPC-1+TRAIL kill 17, p47phox inh 3, EBV gp42 inh -5, TNF death inh -1.1, TRPML3 agonist 0.6, Runt-SMMHC FRET -2, TRPN1 ag 1.3 and CHOP inh 4.
Screening O=C(CN(C1CCCCC1)S(=O)(=O)c1ccc(Cl)cc1)NCc1ccncc1 returned Mdm2 ligase inh -13, PPC-1+TRAIL kill 1, p47phox inh 1, EBV gp42 inh 0, TNF death inh -0.3, TRPML3 agonist -0.8, Runt-SMMHC FRET 4, TRPN1 ag -0.7 and CHOP inh -6.
Cc1cc(NC(=O)c2cc(S(=O)(=O)N3CCCCC3)ccc2C)n(-c2ccccn2)n1 was read as Mdm2 ligase inh -5, PPC-1+TRAIL kill 10, p47phox inh 1, EBV gp42 inh -8, TNF death inh -2.5, TRPML3 agonist 1.1, Runt-SMMHC FRET 0, TRPN1 ag -0.8 and CHOP inh 17.
For COc1cccc(N=C2SC(CC(=O)Nc3ccccc3)C(=O)N2Cc2ccccn2)c1 (configuration not stated) the results were Mdm2 ligase inh -6, PPC-1+TRAIL kill -5, p47phox inh -21, EBV gp42 inh -7, TNF death inh 2.9, TRPML3 agonist 0.3, Runt-SMMHC FRET -3, TRPN1 ag -1.1 and CHOP inh 5.
`Cc1cccc(NC(=O)c2cc([N+](=O)[O-])ccc2N2CCN(C)CC2)c1` gave Mdm2 ligase inh -9, PPC-1+TRAIL kill -16, p47phox inh 0, EBV gp42 inh 0, TNF death inh 0.9, TRPML3 agonist 1.6, Runt-SMMHC FRET 0, TRPN1 ag 0.9 and CHOP inh 8.
Screening CCOc1ccc(C2CC(c3ccc(CC)cc3)Nc3nc(N)nn32)cc1 (configuration not stated) returned Mdm2 ligase inh -8, PPC-1+TRAIL kill 23, p47phox inh -5, EBV gp42 inh -2, TNF death inh -0.8, TRPML3 agonist 1.3, Runt-SMMHC FRET -8, TRPN1 ag 0.0 and CHOP inh 29.
`Cn1c(=S)[nH]c2[nH]c(=O)cnc2c1=O` gave Mdm2 ligase inh -9, PPC-1+TRAIL kill 26, p47phox inh -11, EBV gp42 inh 3, TNF death inh 1.3, TRPML3 agonist -0.3, Runt-SMMHC FRET -7, TRPN1 ag 0.0 and CHOP inh -2.
`COC(=O)C1=CN(CC2CCCO2)C=C(C(=O)OC)C1c1cccc(O)c1` (configuration not stated) gave Mdm2 ligase inh -2, PPC-1+TRAIL kill 22, p47phox inh -24, EBV gp42 inh -9, TNF death inh 0.1, TRPML3 agonist 1.4, Runt-SMMHC FRET 87*, TRPN1 ag -1.0 and CHOP inh 4.
Screening Cc1ccc(S(=O)(=O)NCCC(=O)Oc2ccc3ccc(=O)oc3c2)cc1 returned Mdm2 ligase inh -4, PPC-1+TRAIL kill -1, p47phox inh 4, EBV gp42 inh -10, TNF death inh 2.4, TRPML3 agonist -0.5, Runt-SMMHC FRET 56*, TRPN1 ag 0.3 and CHOP inh 12.
`O=c1[nH]ncn1-c1ccccc1C(F)(F)F` gave Mdm2 ligase inh -6, PPC-1+TRAIL kill 0, p47phox inh -4, EBV gp42 inh -17, TNF death inh -1.7, TRPML3 agonist 0.0, Runt-SMMHC FRET -1, TRPN1 ag 0.9 and CHOP inh -2.
Screening COc1ccc(OC(=O)CCc2c[nH]c3ccccc23)cc1 returned Mdm2 ligase inh 5, PPC-1+TRAIL kill 12, p47phox inh -1, EBV gp42 inh -3, TNF death inh -0.5, TRPML3 agonist -0.2, Runt-SMMHC FRET -5, TRPN1 ag -2.4 and CHOP inh -5.
`CCN(CC)C(=O)CN(c1cccc(C(F)(F)F)c1)S(C)(=O)=O` gave Mdm2 ligase inh -9, PPC-1+TRAIL kill -1, p47phox inh -11, EBV gp42 inh -18, TNF death inh 0.9, TRPML3 agonist 1.5, Runt-SMMHC FRET 0, TRPN1 ag -0.7 and CHOP inh 3.
`CC1(C)Cc2c(sc(/N=C/N3CCCC3)c2C#N)C(C)(C)N1` gave PPC-1+TRAIL kill 15, p47phox inh -9, EBV gp42 inh -21, TNF death inh -0.4, TRPML3 agonist 0.0, Runt-SMMHC FRET 4, TRPN1 ag 0.6 and CHOP inh -17.
`CN1CCn2c1nc(N1CCCCC1)nc2=O` gave Mdm2 ligase inh -6, PPC-1+TRAIL kill 5, p47phox inh -10, EBV gp42 inh -11, TNF death inh -2.0, TRPML3 agonist 0.2, Runt-SMMHC FRET 2, TRPN1 ag 0.3 and CHOP inh -2.
For O=C(CSc1nc2nc3c(cc2c(=O)n1-c1ccccc1)CCCC3)Nc1cccc2ccccc12 the results were Mdm2 ligase inh -4, PPC-1+TRAIL kill 15, p47phox inh -28, EBV gp42 inh -32, TNF death inh 2.0, TRPML3 agonist 0.2, Runt-SMMHC FRET -3, TRPN1 ag 0.5 and CHOP inh 29.
COc1ccc(NS(=O)(=O)c2ccc(N/N=C(\C)c3ccncc3)c([N+](=O)[O-])c2)cc1 was read as Mdm2 ligase inh -10, PPC-1+TRAIL kill 54*, p47phox inh 5, EBV gp42 inh -10, TNF death inh 0.4, TRPML3 agonist 1.1, Runt-SMMHC FRET -8, TRPN1 ag 2.3 and CHOP inh 62.
Screening CC1CCN(CCCCOc2cccc(Br)c2)CC1 returned Mdm2 ligase inh -1, PPC-1+TRAIL kill 22, p47phox inh 12, EBV gp42 inh -16, TNF death inh 0.8, TRPML3 agonist 0.8, Runt-SMMHC FRET -3, TRPN1 ag 2.4 and CHOP inh 25.
`O=C(NCc1ccc(Cl)cc1)c1ccc(CNc2c(N3CCCC3)c(=O)c2=O)cc1` gave Mdm2 ligase inh -6, PPC-1+TRAIL kill 18, p47phox inh -5, EBV gp42 inh -17, TNF death inh 1.6, TRPML3 agonist 1.1, Runt-SMMHC FRET 3, TRPN1 ag -0.1 and CHOP inh 6.
Screening Cc1ccccc1NC(=O)NNC(=O)OC(C)(C)C returned Mdm2 ligase inh -10, PPC-1+TRAIL kill -19, p47phox inh 4, EBV gp42 inh -18, TNF death inh -0.2, TRPML3 agonist 0.4, Runt-SMMHC FRET 1, TRPN1 ag 2.2 and CHOP inh 21.
COc1ccc2c(CC(=O)OCC(=O)N3CCc4ccccc43)coc2c1 was read as Mdm2 ligase inh -19, PPC-1+TRAIL kill 5, p47phox inh -9, EBV gp42 inh -7, TNF death inh 1.3, TRPML3 agonist -0.3, Runt-SMMHC FRET 0, TRPN1 ag 0.2 and CHOP inh 14.
CCCOc1ccc(C2C(C#N)=C(N)Oc3nc[nH]c(=O)c32)cc1OC (configuration not stated) was read as Mdm2 ligase inh -9, PPC-1+TRAIL kill -13, p47phox inh -5, EBV gp42 inh -4, TNF death inh 0.5, TRPML3 agonist 1.4, Runt-SMMHC FRET -1, TRPN1 ag -0.6 and CHOP inh 10.
